PLAP inhibition – PLAP enzyme inhibitors, biochemical, luminescence, HTS (AID 690) | purified PLAP, luminescent substrate; higher % means a stronger effect | hit rate 0.08% among 96,000 | one-dose inhibition, % at 20 µM; IC50 in µM for titrated hits; in the data active means a potency from the dose series; inactive means the rest, 99 in 100 with inhibition below about 30%; further: strong numbers were not always called active
MRP reversal – MRP-mediated drug resistance reversal. differential viability (reversal), % at 10 µM. AID 602. hit rate 0.04% among 85,000. H69AR cells + 2 uM doxorubicin, CellTiter-Glo, 72 h;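 active means viability drop by adding the cancer drug above about 55%, with treated viability meeting a 40% cutoff, limit read from the data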;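 further: viability without doxorubicin minus viability with 2 µM doxorubicin for each compound; larger differential means the compound sensitizes cells more to doxorubicin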
IL1B NFkB pot – enhances IL-1B driven NFkB nuclear translocation; AID 819; activation, % at 2 µM; hit rate 0.3% among 94,000; HUVEC IL-1B NFkB p65 nuclear translocation imaging;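 active means activation above 40%, about the mean plus 3 SD, also judged a hit on visual image review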;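 further: percent activation is computed from the nuclear over cytoplasmic p65 intensity ratio; values of inactives mirror those of a sister screen read the other way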
Bcl-B displacement – displacers of TR3 peptide from Bcl-B, primary screen, selectivity assay for Bfl-1 inhibitor project, biochemical, fluorescence polarization; one-dose displacement, % at 20 µM; IC50 in µM for titrated hits; FP displacement of FITC-TR3 peptide from Bcl-B; higher % means a stronger effect; AID 748; hit rate 0.11% among 96,000;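 active means displacement above 50% at 20 µM plus a fluorescence interference ratio under 1.5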;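 further: plate controls were wells without compound for no effect and wells lacking Bcl-B protein for full effect; a part of the inactive calls stands beside numbers as strong as those of hits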
NFkB transloc inh – blocks IL-1B driven NFkB nuclear translocation in HUVEC cells; HUVEC IL-1B NFkB p65 nuclear translocation imaging; hit rate 0.43% among 94,000; inhibition, % at 2 µM;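 active means inhibition above about 30% together with a positive call from visual inspection of the well image, limit read from the data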;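 further: nuclear over cytoplasmic p65 intensity ratio measured by imaging; 0% = IL-1B stimulated DMSO wells and 100% = unstimulated DMSO wells; values of inactives mirror those of a sister screen read the other way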
MRP reversal cytotoxicity – also measured in MRP reversal; calls as there; viability, %; H69AR cells, CellTiter-Glo, 72 h; measured here: cytotoxicity without doxorubicin
MRP reversal with doxorubicin – further read-out of MRP reversal, marked with its call; viability, %; measured here: viability with 2 uM doxorubicin; active compounds read low
NFkB transloc inh cell count 2 µM – recorded beside NFkB transloc inh, whose call it bears; cell count; measured here: cells passing quality filter;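 raw number of nuclei counted in each imaged well without normalization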
IL1B NFkB pot cell count 2 µM – also measured in IL1B NFkB pot; calls as there; cell count; measured here: cells passing quality filter
Active calls of the source: *; . = no result given. Some of the compounds tested; count on the stated rates, not on these rows.

SMILES	PLAP inhibition	MRP reversal	MRP reversal cytotoxicity	MRP reversal with doxorubicin	IL1B NFkB pot	IL1B NFkB pot cell count 2 µM	Bcl-B displacement	NFkB transloc inh	NFkB transloc inh cell count 2 µM
Cc1ccc(-n2nc3c(c2NC(=O)C(C)(C)C)CSC3)c(C)c1	-7%	12	92	80	6	143	9%	-6	143
O=C(CCCOc1ccc(Cl)cc1Cl)N1CCN(c2ccccn2)CC1	-55%	4	85	81	.	.	-7%	.	.
N#Cc1c(N)n(CCc2ccc(F)cc2)c2nc3ccccc3nc12	12%	-14	71	85	12	187	-23%	-12	187
COc1ccccc1NS(=O)(=O)c1ccc(O)c(C(N)=O)c1	-14%	-14	86	101	0	101	0%	0	101
Cc1nc2cc(N3CCCCC3)c(NC(=O)c3cccnc3)cc2c(=O)n1Cc1ccccc1	-37%	17	33	16	-1	158	-40%	1	158
COC(=O)c1cc(C#N)c(NCc2ccc(Cl)cc2Cl)nc1C	3%	.	.	.	7	171	-13%	-7	171
O=C(CSc1ncn[nH]1)Nc1nnc(-c2ccccc2)s1	-127%	0	74	74	.	.	-15%	.	.
COc1ccc(CNC(=O)/C=C/c2cc([N+](=O)[O-])ccc2OC(F)F)cc1OC	-4%	.	.	.	29	185	-2%	-29	185
O=C(CSc1nnc2scc(-c3ccccc3)n12)Nc1nsc(-c2ccccc2)n1	6%	-25	38	64	-4	95	-11%	4	95
O=C1CC(N(C(=O)c2ccco2)c2cccc(Cl)c2)C(=O)N1c1cccc(Cl)c1 (stereo unspecified)	-72%	7	105	98	20	218	-7%	-20	218
CC(=O)Oc1ccc(NC(=O)Cc2ccccc2)cc1	22%	11	114	103	-1	100	-2%	1	100
CCc1ccccc1OCc1nc2ccc(S(=O)(=O)N3CCOCC3)cc2[nH]1	-102%	7	81	74	25	61	-3%	-25	61
Cc1ccccc1-c1nc(CS(=O)(=O)CC(=O)NCc2ccc3c(c2)OCO3)c(C)o1	13%	13	90	77	26	59	-2%	-26	59
COC(=O)c1ccc(C(=O)OC)c(NC(=S)N2CCN(c3ccccc3)CC2)c1	-34%	.	.	.	-3	108	-4%	3	108
COc1ccccc1N1CCN(C(c2ccc(F)cc2)c2nnnn2C(C)C)CC1 (stereo unspecified)	-20%	17	98	81	.	.	-4%	.	.
N#Cc1cnn2c1nc(N1CCOCC1)c1ccccc12	7%	.	.	.	25	128	-20%	-24	128
CC(C)CNC(=O)c1ccccc1-c1ccccc1C(=O)O	5%	-3	74	77	-7	107	-1%	8	107
O=C1CCCCC(=O)N(c2ccccc2)c2ccccc21	15%	-27	52	79	-6	107	6%	6	107
CCc1nc(SCC(=O)c2cc(C)ccc2C)n[nH]1	-128%	1	111	110	-3	143	-18%	3	143
Cc1ccc(N2CC(C(=O)Nc3ccccn3)CC2=O)cc1 (stereo unspecified)	9%	-8	93	101	.	.	0%	.	.
COc1ccc(-c2nc3ccncc3[nH]2)cc1OC	5%	1	92	91	-2	200	4%	2	200
CC1Cc2ccccc2N1C(=O)c1ccnc(C(C)(C)C)c1 (stereo unspecified)	-11%	14	87	73	0	102	-8%	0	102
CCC(C)NC(=O)C1CN(S(=O)(=O)c2ccccc2)CCN1S(=O)(=O)c1ccccc1 (stereo unspecified)	-61%	-24	52	76	.	.	5%	.	.
O=C(Nc1cccc(Cl)c1)c1csc(-c2ccccc2)n1	22%	.	.	.	-1	99	0%	1	99

Compound profiles, from the list above. Values in the order: PLAP inhibition, MRP reversal, MRP reversal cytotoxicity, MRP reversal with doxorubicin, IL1B NFkB pot, IL1B NFkB pot cell count 2 µM, Bcl-B displacement, NFkB transloc inh, NFkB transloc inh cell count 2 µM
Shown for Cc1ccc(N2CC(C(=O)Nc3ccccn3)CC2=O)cc1 (stereo unspecified) : 9%, -8, 93, 101, ., ., 0%, ., .
Shown for COc1ccccc1NS(=O)(=O)c1ccc(O)c(C(N)=O)c1 : -14%, -14, 86, 101, 0, 101, 0%, 0, 101
Shown for COC(=O)c1ccc(C(=O)OC)c(NC(=S)N2CCN(c3ccccc3)CC2)c1 : -34%, ., ., ., -3, 108, -4%, 3, 108
Shown for O=C(CSc1ncn[nH]1)Nc1nnc(-c2ccccc2)s1 : -127%, 0, 74, 74, ., ., -15%, ., .

Further structures:
SMILES	PLAP inhibition	MRP reversal	MRP reversal cytotoxicity	MRP reversal with doxorubicin	IL1B NFkB pot	IL1B NFkB pot cell count 2 µM	Bcl-B displacement	NFkB transloc inh	NFkB transloc inh cell count 2 µM
COc1ccc(C(=O)NC(C(=O)NCc2ccccn2)C(C)C)cc1 (stereo unspecified)	14%	3	95	92	19	214	-1%	-18	214
O=C(COc1ccc(Cl)cc1)N(Cc1ccccc1)c1ccccn1	16%	.	.	.	-4	133	1%	4	133
CCCCCCSc1nc(O)c(C2OC(=O)c3c2ccc(OC)c3OC)c(=O)n1-c1ccccc1 (stereo unspecified)	-60%	31	91	59	11	176	10%	-10	176
CN1CC=C2C(C#N)=C(N)C(C#N)(C#N)C(c3cccc(Cl)c3Cl)C2C1 (stereo unspecified)	-42%	-3	15	18	.	.	126%	.	.
O=C(NC1CCCc2ccccc21)C1CCCO1 (stereo unspecified)	-16%	-3	87	89	.	.	-4%	.	.
COc1ccc2nc3sc(C(=O)NCc4cccs4)c(N)c3cc2c1	3%	5	75	70	7	105	-104%	-7	105
Cc1ccc(C)c(-c2cc(C(=O)NCc3cccs3)c3ccccc3n2)c1	-6%	.	.	.	-7	129	-6%	7	129
Cc1ccccc1Oc1ccc(S(=O)(=O)NCCC(=O)O)cc1	-36%	-1	78	79	.	.	0%	.	.
O=C(NCCN1CCCC1=O)Nc1ccccc1	11%	4	93	89	-4	163	9%	4	163
O=C(NC1CC1)c1cccc(Nc2ccc(-c3ccc4c(c3)OCCO4)nn2)c1	21%	-3	32	35	-4	118	0%	4	118
COc1ccc(-c2cc3ccccc3n2CC(O)CN2CCOCC2)cc1 (stereo unspecified)	-62%	2	77	75	.	.	-3%	.	.
CC(Sc1nnc(C(C)N(C)C)n1-c1ccc(Cl)cc1)C(=O)Nc1ccc2c(c1)OCO2 (stereo unspecified)	-39%	6	92	86	-6	110	-11%	6	110
COc1ccc(-n2nc(N)c3c(=O)oc(N(C)C)nc32)cc1	10%	.	.	.	16	158	9%	-16	158
CCOC(=O)Nc1nnc(-c2cccc(OC)c2)s1	18%	14	97	83	14	153	-4%	-14	153
COC(=O)c1cc2nc(-c3ccc(OC)c(OC)c3)cc(C(F)(F)F)n2n1	6%	1	73	72	1	109	8%	-1	109
N#Cc1nc(COc2ccccc2F)oc1NCc1ccc(F)cc1	6%	-23	68	92	7	182	-6%	-7	182
COc1ccc(N2CCN(C(=O)c3ccc4c(=O)n(CC5CCCO5)c(=O)[nH]c4c3)CC2)cc1 (stereo unspecified)	0%	2	92	90	8	101	-11%	-8	101
COc1ccc(Cl)cc1-n1c(C)cc(C=O)c1C	10%	24	106	82	-7	122	-28%	7	122
C=CCOc1cccc(C2c3c(oc4ccccc4c3=O)C(=O)N2c2ccccn2)c1 (stereo unspecified)	20%	-9	26	35	6	149	-5%	-6	149
CCCC(O)(c1ccc(OC)cc1)C(CN(C)C)c1ccccc1 (stereo unspecified)	-50%	21	96	75	9	75	-14%	-9	75
CCN(CC)S(=O)(=O)c1ccc(N=N/C(C(C)=O)=C(/C)O)cc1	2%	.	.	.	17	152	-1%	-17	152
CC/C(C)=N\N=C\c1c(O)n(CC)c2cc(C3=NNC(=O)CC3)ccc12	.	2	76	75	28	149	.	-28	149
CCc1nc(NCCN2CCOCC2)c(C#N)c2c1CCCC2	-30%	20	94	74	3	128	-2%	-3	128
O=C(Cn1[nH]c(=O)c2ccccc2c1=O)NCc1cccnc1	5%	2	102	100	13	163	-2%	-12	163
CC1=C(C(=O)OC2CCCCCCC2)C(c2cccc(O)c2)NC(=O)N1 (stereo unspecified)	-67%	4	96	92	8	100	-6%	-8	100
CC(C)N=C(Nc1ccc(Cl)cc1)c1cccnc1	17%	.	.	.	7	107	-6%	-7	107
CCOc1ccc(NC(=O)CCC(=O)OC)cc1	4%	-7	83	90	-11	106	-6%	10	106
Cc1onc(-c2ccccc2Cl)c1C(=O)N1CCc2ccccc21	10%	5	82	77	25	181	-13%	-25	181
Cn1nnnc1SCCNCC#Cc1ccccc1	3%	.	.	.	12	196	8%	-12	196
COc1ccc(N2CCN(C(=O)c3ccc(CNc4c(N5CCOCC5)c(=O)c4=O)cc3)CC2)cc1	.	-4	93	97	-2	216	.	2	216
COc1ccccc1/C=C/C(=O)c1ccc(Cl)cc1	22%	.	.	.	19	142	0%	-19	142
COc1ccccc1CNC(=O)COC(=O)c1ccc(S(=O)(=O)N2CCCC2)cc1	-4%	14	96	82	6	83	2%	-6	83
Cc1nn(-c2ccccc2)c(C)c1C(=O)OCC(=O)NC(=O)NC1CCCC1	-27%	-12	67	78	-5	161	1%	5	161
COc1ccc(OC)c(Nc2nc(-c3sc(N)nc3C)cs2)c1	-18%	12	49	37	-3	124	2%	3	124
O=C(NCC1CCCO1)c1nn2cccnc2c1Cl (stereo unspecified)	-4%	-9	90	99	5	135	-4%	-5	135
CC(C)c1nc(SCC(=O)Nc2cccc(S(N)(=O)=O)c2)n[nH]1	10%	-16	89	105	-4	196	-1%	4	196
c1ccc2nc3c(nc2c1)CCc1nonc1-3	3%	17	109	92	.	.	-3%	.	.
COc1cc(OC)cc(-n2nnnc2SCC(=O)NC2CCCC2)c1	32%	15	92	77	-14	107	0%	14	107
COc1ccc(-c2onc(C)c2-c2ccc(C(=O)OC(C)C)o2)c(O)c1	-32%	1	90	89	.	.	0%	.	.
O=C1OC(Nc2ccc3ncccc3c2)c2ccccc21 (stereo unspecified)	6%	.	.	.	17	126	22%	-17	126
CCOc1ccccc1C(=O)NC(C(=O)OCC(=O)Nc1nnc(-c2ccccc2)o1)C(C)C (stereo unspecified)	-42%	-17	69	85	5	201	0%	-5	201
CC(=O)NS(=O)(=O)c1ccc(NC(=O)C(Sc2ccccc2)c2ccccc2)cc1 (stereo unspecified)	-35%	.	.	.	-14	133	-3%	14	133
Cc1ccc(/C=C2/CCc3c([nH]c4ccccc34)C2=O)cc1	21%	.	.	.	7	136	-13%	-8	136
Cc1ccc(-c2cc(C(=O)Nc3ccc(S(=O)(=O)Nc4cc(C)on4)cc3)c3ccccc3n2)c(C)c1	-39%	.	.	.	7	153	-18%	-8	153
CCC(CCC(=O)Nc1ccc(S(N)(=O)=O)cc1)C(=O)O (stereo unspecified)	-4%	-5	107	112	-3	160	-1%	3	160
O=C(c1ccco1)N1CCN(C(=O)C2CC(c3ccc(F)cc3)=NO2)CC1 (stereo unspecified)	9%	0	89	88	.	.	2%	.	.
CC(C)Oc1ccc(CC2CC(=O)NC2=O)cc1 (stereo unspecified)	4%	14	94	81	4	110	5%	-4	110
COc1ccc(Cl)cc1C(=O)CSc1nnnn1C1CCCC1	-47%	-4	85	89	-4	77	-3%	4	77
O=S(=O)(Nc1ncnc2sc3c(c12)CCC3)c1ccc2ccccc2c1	-87%	-4	95	100	-8	178	8%	8	178
CCC1C(=O)N(c2nc(C)cc(C)n2)N=C1C (stereo unspecified)	-17%	9	105	96	15	183	-4%	-15	183
Cc1nnsc1C(=O)Nc1cc(Cl)ccc1Cl	.	14	95	81	-3	126	.	3	126
Cc1ccc(-n2ncc3c(=O)n(Cc4ccccn4)cnc32)cc1C	-6%	7	96	89	10	173	6%	-10	173
CC1(C)CC(NC(=O)c2coc(=O)c(Br)c2)CC(C)(C)N1	-3%	0	1	1	.	.	6%	.	.
Cc1ccc(-c2nc3n(n2)Cc2ccccc2-3)cc1	.	-6	67	73	-2	139	.	2	139
CC(C)(C)NC(=O)CSc1nnc(-c2ccco2)n1Cc1ccco1	-3%	2	100	98	.	.	-4%	.	.
O=C(c1cc2ccccc2oc1=O)N1CCN(CCc2ccccc2)CC1	-48%	5	87	82	.	.	19%	.	.
C/C(=N/NC(=O)c1cc(Cl)ccc1O)C12CC3CC(CC(C3)C1)C2	-11%	.	.	.	-2	151	1%	2	151
